From PubChem
TIM10 inh: inhibits growth of TIM10 yeast strain; inhibition, % at 10 µM; 330,000 compounds, 1.4% hits; AID 463195; S. cerevisiae TIM10 strain growth, BacTiter-Glo luminescence, 24 h;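 active = inhibition of 40% or more at the single tested concentration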;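 also: wild-type TIM10 isogenic control strain grown at permissive 25 °C; 0% = DMSO yeast wells and 100% = minimal medium wells without yeast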
APJ antag: blocks the human apelin receptor APJ; CHO-K1 APJ beta-arrestin complementation, luminescence; 330,000 compounds, 0.32% hits; inhibition, % at 20 µM; P35414;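 active = inhibition above about 40% at 20 µM, limit read from the data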;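 also: cells challenged with 10 nM apelin-13 agonist together with compound; plate controls were apelin-13 plus DMSO wells for no effect and DMSO wells lacking apelin-13 for full effect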
tim23-1 inh: growth inhibitors of tim23-1 mutant yeast; S. cerevisiae tim23-1 growth, BacTiter-Glo luminescence, 24 h; inhibition, % at 20 µM; 330,000 compounds, 1.3% hits; AID 463212;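 active = growth inhibition of the mutant yeast at or above 50%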;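 also: temperature-sensitive mutant grown at 25 °C; plate controls were DMSO-treated mutant yeast for no effect and medium wells lacking yeast for full effect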
tim10-1 inh: inhibits growth of tim10-1 mutant yeast; S. cerevisiae tim10-1 ts strain growth, BacTiter-Glo, 24 h; inhibition, % at 20 µM; 330,000 compounds, 2.2% hits; AID 463190;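 active = inhibition of at least 40%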;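 also: mutant grown at 25 °C; 0% = DMSO wells with yeast and 100% = wells holding no yeast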
XBP1 UPR activ: activators of adaptive arm of unfolded protein response (XBP1); CHO-XBP1 luciferase reporter, IRE1-XBP1 UPR activation, luminescence; percent of tunicamycin response, DMSO as zero; activation, % at 20 µM; 330,000 compounds, 0.33% hits; AID 463104;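 active = versus positive control, 20 µM dose yields 30% or more activation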;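 also: 100% = tunicamycin at 10 µg/mL and 0% = DMSO only wells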
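Material: CHO cell line with stable XBP1 luciferase reporter; buffer or medium: F12 medium containing 10% fetal bovine serum; compound: single point, 20 µM final compound, 1% DMSO; incubation: 6 h treatment, 37 °C; measured by: glow luminescence from Steady-Glo reagent; evaluation: activation, % of tunicamycin; control set: tunicamycin high, DMSO low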
CXCR6 inh: CXCR6 (human) receptor inhibition. inhibition, % at 20 µM. O00574. 360,000 compounds, 0.36% hits. AID 602244. CHO-K1 PathHunter CXCR6 beta-arrestin, luminescence; in the data active = inhibition above about 34%, passing the limit was not always enough;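 also: antagonist mode with CXCL16 agonist at 10 nM final; 0% = 10 nM CXCL16 with DMSO and 100% = unstimulated wells without agonist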
APJ ag: APJ receptor agonism; activation, % at 20 µM; P35414; CHO-K1 APJ PathHunter beta-arrestin, luminescence; 0% DMSO wells, 100% apelin; 330,000 compounds, 0.11% hits;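 active = activation more than six SD over the plate average, tested at 20 µM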;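 also: 0% = DMSO alone and 100% = apelin-13 at 10 nM; some results filed as inactive read as strong as hits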
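Assay system – PathHunter CHO-K1 APJ (AGTRL-1) beta-arrestin reporter cells · Compound – one dose, 20 µM compound, 1% DMSO · Timing – compound 90 min 25 °C, reagent 1 h · Measured by – luminescence from split beta-galactosidase complementation, Galacton Star/Emerald II substrate · Measure – beta-arrestin recruitment to APJ as agonist activity, luminescent signal · Benchmarks – DMSO vs Apelin-13 10 nM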
CHOP UPR activ: apoptotic UPR (CHOP) activation; AID 449763; activation, % at 10 µM; CHO-CHOP luciferase reporter, luminescence; percent of tunicamycin response over DMSO baseline; 330,000 compounds, 0.34% hits;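 active = at 10 µM dose, activation of 40% or more, normalized to positive control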;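 also: 100% = tunicamycin at 10 µg/mL and 0% = DMSO alone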
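assay system = CHO CHOP reporter cells | amount = 500 CHO-CHOP cells per well | buffer or medium = F12 with 10% FBS | incubation = 16-18 h cell attachment, then 6 h compound exposure, 37 °C | detection = luminescence read with Steady-Glo | read-out = percent activation relative to tunicamycin control | controls = tunicamycin high control, DMSO low control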
Mdm2 MdmX PPI: human Mdm2/MdmX binding inhibition | SaOS-2 split-luciferase Mdm2/MdmX complementation, luminescence | AID 485346 | inhibition, % at 8 µM | O15151+Q00987 | 330,000 compounds, 3% hits;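 active = inhibition of at least 50% at 8 µM in the primary screen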
Target sequence (O15151 whole entry, looked up): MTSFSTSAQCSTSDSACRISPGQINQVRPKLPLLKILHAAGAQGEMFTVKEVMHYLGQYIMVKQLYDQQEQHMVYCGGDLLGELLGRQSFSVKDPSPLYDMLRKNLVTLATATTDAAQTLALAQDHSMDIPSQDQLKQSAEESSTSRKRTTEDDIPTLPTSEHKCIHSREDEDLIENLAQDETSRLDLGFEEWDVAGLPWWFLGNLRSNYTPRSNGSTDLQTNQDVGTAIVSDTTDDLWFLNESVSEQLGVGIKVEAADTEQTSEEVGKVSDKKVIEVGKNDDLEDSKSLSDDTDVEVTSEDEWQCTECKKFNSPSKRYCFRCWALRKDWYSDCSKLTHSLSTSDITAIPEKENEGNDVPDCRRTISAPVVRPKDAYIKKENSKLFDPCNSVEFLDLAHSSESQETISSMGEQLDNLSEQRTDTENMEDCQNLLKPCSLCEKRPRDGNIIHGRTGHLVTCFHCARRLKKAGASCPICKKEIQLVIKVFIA
Target sequence (Q00987 whole entry, looked up): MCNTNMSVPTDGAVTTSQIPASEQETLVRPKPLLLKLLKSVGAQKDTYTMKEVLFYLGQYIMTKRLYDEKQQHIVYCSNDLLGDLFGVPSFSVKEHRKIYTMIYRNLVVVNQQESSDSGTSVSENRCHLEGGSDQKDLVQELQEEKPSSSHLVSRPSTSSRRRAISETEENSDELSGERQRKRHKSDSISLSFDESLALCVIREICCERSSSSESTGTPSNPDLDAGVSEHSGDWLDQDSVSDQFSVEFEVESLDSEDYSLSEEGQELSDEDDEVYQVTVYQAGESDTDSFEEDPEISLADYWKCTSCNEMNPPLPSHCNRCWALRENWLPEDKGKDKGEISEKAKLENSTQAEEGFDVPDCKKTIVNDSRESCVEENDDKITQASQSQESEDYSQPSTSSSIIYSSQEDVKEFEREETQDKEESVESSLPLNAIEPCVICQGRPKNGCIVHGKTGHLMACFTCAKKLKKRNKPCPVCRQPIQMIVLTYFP
The depositor's hits bear a star; . = no result given.

SMILES	TIM10 inh	APJ antag	tim23-1 inh	tim10-1 inh	XBP1 UPR activ	CXCR6 inh	APJ ag	CHOP UPR activ	Mdm2 MdmX PPI
O=[N+]([O-])c1cccc(/C=C/c2ccc3cccc(O)c3n2)c1	21	17	11	17	98*	8	-5	32	-18
O=C(C1CCCN(S(=O)(=O)c2cccc3cccnc23)C1)N1CCN(c2ccccc2F)CC1 (configuration not stated)	-13	12	10	-9	-3	4	-1	-0.9	8
O=C(O)CC(c1ccccc1)N1C(=O)c2cccc([N+](=O)[O-])c2C1=O (configuration not stated)	-12	1	11	9	-4	-20	-1	-0.4	11
CCCCOc1ccccc1N1CCN(CCCN2C(=O)C3CCCN3C2=O)CC1 (configuration not stated)	-4	2	10	7	-4	-11	-6	1.7	5
OCCNc1nc(-c2cccnc2)nc2ccccc12	14	16	-2	14	-3	4	-3	-0.6	8
O=C(c1ccco1)N(Cc1nc2ccccc2c(=O)[nH]1)C1CCCC1	19	22	-1	25	3	-6	2	-1.0	-6
O=[N+]([O-])c1ccc(N/N=C/c2c[nH]c3ccccc23)c(S(=O)(=O)Nc2ccc(Cl)cc2)c1	7	44*	12	20	-1	35	-8	-1.3	18
COc1ccccc1-c1cnn2c(NCCc3ccccc3)cc(C)nc12	17	8	25	31	-3	-1	-3	0.8	-30
COCCNCC(=O)C12CC3CC(CC(C3)C1)C2	10	3	25	17	-1	-5	-4	0.5	-9
Cn1c(Cn2c(=O)sc3ccccc32)nnc1SCc1cccnc1	-1	12	5	2	-1	3	-3	0.4	5
O=C(O)CCc1ccc(-c2cccs2)n1CCc1ccccc1	6	-7	22	9	-1	-3	-2	-0.2	33
O=c1oc2ccccc2cc1-c1nc2c(s1)CCc1ccccc1-2	21	-51	11	24	-1	-3	5	-0.4	-32
CCn1c(SCC(=O)O)nnc1-c1ccc(S(=O)(=O)N2CCCC2)cc1	10	21	0	-14	-4	-8	-1	0.4	21
COc1nc(N(C)S(=O)(=O)c2ccc(C)cc2)nc(C)c1Cl	-15	3	20	12	1	3	-6	11	36
O=C1C2CC=CCC2C(=O)N1c1n[nH]c(Cc2ccccc2)n1 (configuration not stated)	1	13	-3	1	1	6	0	-0.4	1
COc1ccc(OC)c(S(=O)(=O)NCc2ccc(N3CCN(C)CC3)cc2)c1	7	0	6	-1	-6	6	6	4.6	2
O=C(Cc1nc2ccccc2[nH]1)N/N=C/c1ccccc1	1	6	5	4	1	-8	-2	2.3	3
Cc1nn(CC(=O)Nc2ccc3c(c2)nc2n3CCOC2)c(=O)c2ccccc12	-4	-11	-4	13	3	-8	-2	-1.2	20
CCN(CC)C(=O)C1(P(=O)(c2ccccc2)c2ccccc2)CCC1	0	11	19	-4	-2	-8	-4	-0.7	3
O=S(=O)(c1ccc(F)cc1)N1CCN(CCOc2ccccc2)CC1	4	5	23	11	-4	-9	-2	-2.2	2
O=C(O)C1CCN(c2ccc(S(=O)(=O)N3CCC(C(=O)O)CC3)cc2[N+](=O)[O-])CC1	2	7	-12	-7	-5	11	-1	0.2	-3
Cc1cc(C)n2ncc(/C(N)=N/OC(=O)c3ccccc3F)c2n1	15	-21	21	14	5	-16	8	13	-20
CCOc1ccc(OCCOCCOc2c(Cl)cccc2Cl)cc1	5	9	18	-4	-3	8	-4	0.6	21
COc1cc(NC(=S)NN2CCN(C)CC2)cc(OC)c1OC	1	10	-7	9	-2	25	0	1.2	7
CC(=O)OC(C)=O	3	-13	12	6	-2	-1	-3	1.9	14

Next section; it opens with the two that closed the last part.
SMILES	TIM10 inh	APJ antag	tim23-1 inh	tim10-1 inh	XBP1 UPR activ	CXCR6 inh	APJ ag	CHOP UPR activ	Mdm2 MdmX PPI
COc1cc(NC(=S)NN2CCN(C)CC2)cc(OC)c1OC	1	10	-7	9	-2	25	0	1.2	7
CC(=O)OC(C)=O	3	-13	12	6	-2	-1	-3	1.9	14
CCC(Sc1nnnn1-c1ccccc1)C(=O)Nc1nc2ccccc2s1 (configuration not stated)	21	-24	7	31	-2	0	-3	-0.3	7
CC(=O)CC(c1ccccc1)S(=O)(=O)c1ccc(C)cc1 (configuration not stated)	0	8	17	14	5	-2	2	-1.7	-9
COc1ccc(NC(=O)CN2C(=O)c3ccccc3S2(=O)=O)cc1S(=O)(=O)N1CCOCC1	-1	6	14	8	-4	1	3	1.0	-3
CN(C)S(=O)(=O)Nc1cccc(Br)c1	-13	-7	7	13	-3	10	2	0.1	2
CCN(CC(=O)Nc1ccccc1C(F)(F)F)C(=O)c1ccc2c(c1)NC(=O)CS2	-9	28	0	-15	-1	3	6	2.2	0
CNC(=O)[C@@H]1C[C@H]1[C@@H](NC(=O)OCc1ccccc1)c1ccccc1	-2	-72	-11	2	2	0	-4	-1.2	28
CCOc1ccccc1CNC(CC)CO (configuration not stated)	3	8	4	2	1	6	1	-1.7	25
Cc1ccc(OCCn2cc(/C=N/NC(=O)c3ccncc3)c3ccccc32)cc1	26	-1	12	25	2	4	2	2.7	-11
C[C@H](CO)NC(=O)[C@H](C)[C@H]1C[C@]1(C)[C@H](NC(=O)OCc1ccccc1)c1ccccc1	7	-45	-1	-5	0	-3	8	1.6	12
CC(C)C[C@H]1CN=C(N(C)C)N1CCc1cccc(F)c1	-1	6	-10	-4	-1	9	-3	2.2	23
CCN(CCO)C(=O)C(c1ccccc1)c1ccccc1	7	12	14	8	2	6	-1	2.8	-5
CC(CN1CCOCC1)OC(=O)c1ccc2c(c1)OCCO2 (configuration not stated)	41*	9	72*	24	-3	3	-2	3.3	-24
C#CCNC(=O)C1=C[C@H](c2ccc(Br)cc2)C[C@H](OCc2ccc(CO)cc2)O1	6	10	18	9	-4	7	0	-0.6	-19
O=C(CCCc1ccccc1)Nc1ccc(S(=O)(=O)N2CCOCC2)cc1	-2	0	16	12	-2	0	0	3.1	-22
Cc1ccc(/C=C/C(=O)N2CC(C)CC(C)C2)o1 (configuration not stated)	19	29	31	43*	0	76*	-1	68*	-13
COc1cc(OC)c(C(=O)OCC(=O)Nc2ccc(N3CCOCC3)cc2)cc1OC	-13	-3	4	-17	1	0	1	-1.2	7
CCc1ccc(NC(=O)CS(=O)CC(=O)Nc2ccc(-n3cnnn3)c(C)c2)cc1 (configuration not stated)	-22	-4	-8	-4	0	2	-2	0.5	-2
Cc1cccc(COCCN2CCN(S(=O)(=O)c3ccccc3)CCC2=O)c1	-7	2	9	1	-2	0	-6	1.0	30
O=[N+]([O-])c1ccccc1-n1cnc2ccccc21	-28	3	14	33	3	6	0	-0.9	-3
O=C(CCNC(=O)C1CCN(S(=O)(=O)c2ccc(F)cc2)CC1)NCc1ccc(Cl)cc1	13	7	0	4	-3	-9	-3	-1.8	3
CC#CCN(Cc1ccco1)C(=O)C1CCC(=O)N(Cc2ccccc2F)C1 (configuration not stated)	8	12	3	7	-3	1	1	0.7	9
CCN(CC)S(=O)(=O)c1ccc2[nH]c(=O)[nH]c2c1	1	5	0	7	-2	2	-2	1.1	0
Cc1cc(C)c2c(N)c(C(=O)c3cccc(Cl)c3)sc2n1	19	-17	2	20	2	-7	2	0.0	47
COC(=O)C1=C(C)N(c2cccc(OC)c2)C(=O)/C1=C\c1ccco1	18	12	32	34	0	4	-3	2.8	-6
CCCCc1c(C)c2ccc(OCC(C)=O)cc2oc1=O	9	5	27	21	-1	-9	-4	2.8	-80
Additional records follow.
SMILES	TIM10 inh	APJ antag	tim23-1 inh	tim10-1 inh	XBP1 UPR activ	CXCR6 inh	APJ ag	CHOP UPR activ	Mdm2 MdmX PPI
COc1ccc(OC)c(CNC(=O)COc2cc(=O)n(C)c3ccccc23)c1	-5	4	-5	20	-1	-4	-4	1.2	3
O=C(CN1CCC(n2nnc3cc(C(F)(F)F)ccc32)CC1)N1CCc2ccccc21	24	-16	48	46*	-2	-1	4	-1.2	30
O=C(CN1C(=O)c2cccc3cccc1c23)NCC1CCCO1 (configuration not stated)	6	8	16	17	0	1	-3	-0.7	-6
C=CCn1c(SCC(=O)Nc2ccc3c(c2)OCCO3)nc2cc(C(=O)O)ccc2c1=O	11	8	17	9	1	-7	-3	-2.6	-34
Cc1c(Cl)cccc1NC(=O)c1ccc(-n2ccnc2)nc1	-7	-3	5	14	1	-1	-2	0.8	-5
CSc1ccc(Cl)c(C(=O)NCCOc2cc(C(C)C)ccc2C)c1	5	14	16	9	-3	-1	-1	-1.8	-4
CC(=Nc1ccc(C)cc1)c1sc2ccccc2c1O	10	11	19	-26	-3	-6	-2	0.7	-101
CCn1nccc1C(=O)Nc1ccc(C(=O)OC(C)C)cc1	10	-6	24	26	1	1	0	1.9	6
Cc1ccc(OCC(=O)NCCNC(=O)COc2ccc(C)cc2)cc1	7	12	7	15	2	-6	1	0.8	-44
C=CCC(=O)N1CCCC(CNC(=O)c2ccc(-c3ccccc3)cc2)C1 (configuration not stated)	-17	4	22	16	-2	-6	2	0.5	-10
CC(=O)c1ccc(NC(=O)[C@@H]2CCCN2C2=NS(=O)(=O)c3ccccc32)cc1	-12	-3	-16	-14	-1	-6	1	1.7	10
CCOC(=O)N1CCN(C(=O)c2cc3c(=O)n4ccccc4nc3s2)CC1	0	-7	-5	-3	-3	-8	1	0.1	11
O=C(CCCSc1nc2sc3c(c2c(=O)[nH]1)CCC3)NCCCO	-8	3	-18	-14	-1	2	1	-1.3	20
Cc1ccc(-c2nnc(N)s2)cc1	8	-11	2	-4	-1	-1	1	0.8	-14
CN(CC(=O)Nc1ccc(F)c(F)c1F)C(=O)c1ccc(-n2cncn2)c([N+](=O)[O-])c1	-5	-5	-6	2	-2	-3	1	-0.4	2
CCN1CCN(C(=O)c2cc(-c3ccco3)nc3ccccc23)CC1	7	2	11	9	0	0	-2	-0.8	12
C=CCn1c(SCC(=O)NCc2ccccc2)nnc1C1CCCCC1	1	9	11	9	-5	1	-3	-0.5	-18
O=C1CCS/C(=N\N=C\c2ccc(Cl)cc2Cl)N1	22	-3	21	18	3	-9	-3	4.4	-31
O=C(COC(=O)c1nc(Cl)ccc1Cl)c1ccc[nH]1	6	-74	10	17	-2	-3	11	-0.2	-26
COc1cc(/C=N/N=C/c2c[nH]c(=O)c(C#N)c2Nc2ccccc2)ccc1O	-6	-3	-6	0	2	.	-5	1.1	-11
CCCc1nn(C)c(C(=O)Nc2ccc3ccccc3c2)c1Cl	6	-3	16	29	5	5	-3	7.6	-142
Cc1ccc(Oc2ccccc2/C=N/O)cc1	-24	-15	4	-16	4	8	4	0.0	10
CC1CCN(C(=O)C(=O)Nc2sc3c(c2C(N)=O)CC(C)(C)OC3)CC1	-4	17	4	10	-2	8	-4	-1.1	12
CCOc1ccc(CCNC(=O)COC(=O)c2cccc(S(=O)(=O)N3CCOCC3)c2)cc1OCC	12	-51	-2	-1	0	5	8	-0.4	3

A portion of the library, so the mix of outcomes need not match the whole.
